From PubChem
CRFR2-BP ag – agonists of human CRF-binding protein/CRF-R2 receptor complex; HEK293 CRF-R2/CRF-BP, calcium dye fluorescence (FLIPR); percent of saturating CRF peptide response; activation, % at 13.2 µM; AID 588473; 350,000 tested, 0.46% active;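 active means activation of at least 50%, plus an integration ratio under a set limit after plate pattern correction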;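 further: plate controls were neutral control wells without compound for no effect and CRF at EC100 for full effect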
* = called active by the depositor. An excerpt. The share of hits here may be higher or lower than overall.

SMILES	CRFR2-BP ag
COc1ccc(C(=O)c2c(-c3ccsc3)oc3ccc(-c4ccc(OC)cc4)cc23)cc1	8.3
CC(C)(C)SCCNC(=O)/C=C/c1ccc([N+](=O)[O-])cc1	-5.2
COc1cc(/C=C/C2=NC(=O)C(C)(C)O2)ccc1O	3.4
Cc1ccc(C(=O)C2=C(O)C(=O)N(Cc3cccnc3)C2c2cccc(Oc3ccccc3)c2)o1 (stereo not given)	3.6
Cc1cc(C(=O)CCl)c(C)n1-c1cccc(S(=O)(=O)N2CCOCC2)c1	3.1
O=C(OCCN1CCOCC1)C1(c2ccccc2)CCCCC1	-0.3
COc1ccc(Nc2nc(-c3cccs3)cs2)cc1	-0.2
O=C1c2ccccc2S(=O)(=O)c2cc(N3CCN(C(=O)c4ccccc4)CC3)ccc21	32
COc1cc(C(=O)N2CCCN(c3nc4cc(C)ccc4cc3C#N)CC2)cc(OC)c1OC	-1.8
Oc1c(C=Nc2cccc3nsnc23)ccc2ccccc12	-0.1
C#CCOCCOCCOCCNc1nc(N2CCN(C(=O)C([C@@H](C)CC)n3cc(C(N)COC(=O)C(F)(F)F)nn3)CC2)nc(N2CCN(C(=O)[C@H](Cc3cc4ccccc4[nH]3)n3cc(C(N)CO)nn3)CC2)n1 (stereo not given in full)	0.4
Cc1cc(C)c(S(=O)(=O)Nc2cc(SCC(=O)O)c(O)c3ccccc23)cc1C	-0.9
COC(=O)[C@@]1(Cc2ccc(OC)cc2)[C@H]2c3cc(C(=O)N(C)C)n(C[C@H](O)CO)c3C[C@H]2CN1C(=O)c1ccccc1	-0.9

Part of the list above, reformatted.
| CRFR2-BP ag | SMILES |
| --- | --- |
| 8.3 | COc1ccc(C(=O)c2c(-c3ccsc3)oc3ccc(-c4ccc(OC)cc4)cc23)cc1 |
| -1.8 | COc1cc(C(=O)N2CCCN(c3nc4cc(C)ccc4cc3C#N)CC2)cc(OC)c1OC |

Individual results from above.
Entry of COc1cc(/C=C/C2=NC(=O)C(C)(C)O2)ccc1O in CRFR2-BP ag: 3.4
Entry of C#CCOCCOCCOCCNc1nc(N2CCN(C(=O)C([C@@H](C)CC)n3cc(C(N)COC(=O)C(F)(F)F)nn3)CC2)nc(N2CCN(C(=O)[C@H](Cc3cc4ccccc4[nH]3)n3cc(C(N)CO)nn3)CC2)n1 (stereo not given in full) in CRFR2-BP ag: 0.4
Entry of Oc1c(C=Nc2cccc3nsnc23)ccc2ccccc12 in CRFR2-BP ag: -0.1
Entry of Cc1ccc(C(=O)C2=C(O)C(=O)N(Cc3cccnc3)C2c2cccc(Oc3ccccc3)c2)o1 (stereo not given) in CRFR2-BP ag: 3.6
Entry of COc1cc(C(=O)N2CCCN(c3nc4cc(C)ccc4cc3C#N)CC2)cc(OC)c1OC in CRFR2-BP ag: -1.8
Entry of COC(=O)[C@@]1(Cc2ccc(OC)cc2)[C@H]2c3cc(C(=O)N(C)C)n(C[C@H](O)CO)c3C[C@H]2CN1C(=O)c1ccccc1 in CRFR2-BP ag: -0.9
